Compound activity (PubChem)
AT treatment: candidate therapy for ataxia-telangiectasia; […] A-T fibroblasts, KAP-1 phosphorylation AlphaLISA; neocarzinostatin DNA damage 30 min before lysis; Potency, µM (series often up to 57.5 µM), for inactives: at the highest dose activation, hits mostly activators; 0.19% of 320,000 active; AID 485349; further: potency means the concentration at half of the fitted maximal effect; % of control where 0% means no effect; nearly all actives have a fitted effect of over 45% in size
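hTERT-immortalized A-T patient fibroblasts ([…]), 500 cells/well in OPTI-MEM, 1% FBS, got compounds for 60 min, then NCS for 30 min at 37C. Lysates were then assayed for phospho-KAP-1 by AlphaLISA (anti-pKAP1 donor, anti-KAP1 acceptor beads), 6 hr at 25C.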
TCR activator: T cell receptor activation | 330,000 tested, under 10 active | AID 504894 | primary human leukocytes, anti-CD3, IL-2 HTRF, 48 h | Potency, µM (titrated, usually from 9.22 µM), without a hit: top-dose activation of IL-2 secretion, usual class: activators; further: % of control where 0% means no effect
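Using a-CD3 beads without co-stimulation, primary human leukocytes were exposed to compounds for 48 hr. An HTRF IL-2 kit measured the cytokine, with europium-to-d2 energy transfer producing emission at 665nm upon 320nm excitation.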
TSG101-PTAP inh: blocks PTAP/TSG101 interaction to inhibit HIV-1 budding; Potency, µM (top dose mostly 115 µM), for the others: at the highest dose activity change, negative = inhibition, actives largely listed as inhibitors; 340,000 tested, under 10 active; Fluorescence polarization, FITC-PTAP peptide / Tsg101 binding; active means well fitted inhibition curve with a large enough effect in the main read-out, with a control signal flat, not every such curve was filed as active; inconclusive means small, poorly fitted or top-dose-only effect, or effect the other way, or a change in a side signal; inactive means no such curve, though single readings can be large or run the other way; further: potency means the concentration at half of the fitted maximal effect; % of control where 0% means no effect
Target sequence (Q99816 whole entry, looked up): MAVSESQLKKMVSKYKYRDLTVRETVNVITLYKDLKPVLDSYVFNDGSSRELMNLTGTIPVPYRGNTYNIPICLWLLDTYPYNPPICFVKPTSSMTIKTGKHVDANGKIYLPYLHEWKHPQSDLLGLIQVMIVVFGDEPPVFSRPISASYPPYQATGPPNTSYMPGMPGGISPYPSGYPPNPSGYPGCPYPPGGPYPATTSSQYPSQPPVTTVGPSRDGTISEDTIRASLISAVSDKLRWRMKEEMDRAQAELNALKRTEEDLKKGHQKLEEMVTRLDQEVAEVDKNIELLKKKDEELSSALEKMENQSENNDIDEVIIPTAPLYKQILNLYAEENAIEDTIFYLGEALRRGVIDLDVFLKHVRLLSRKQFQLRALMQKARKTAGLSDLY
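Fluorescence anisotropy tracks displacement of a FITC-tagged PTAP peptide (50 nM) from the Tsg101 binding domain (10 uM), following a 20 min room-temperature incubation at pH 7.5.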
B2AR arrestin: beta2AR (human) beta-arrestin recruitment activity; Potency, µM (series often up to 46.1 µM), for inactives: at the highest dose activation, most hits filed as activators; 0.02% of 330,000 active; beta-arrestin recruitment to beta2AR, cell-based reporter;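 further: potency means the concentration at half of the fitted maximal effect; 0% = DMSO controls and full agonism = EC100 isoproterenol or metaproterenol; nearly all actives have a fitted effect of over 65% in size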
Target sequence (P07550 whole entry, looked up): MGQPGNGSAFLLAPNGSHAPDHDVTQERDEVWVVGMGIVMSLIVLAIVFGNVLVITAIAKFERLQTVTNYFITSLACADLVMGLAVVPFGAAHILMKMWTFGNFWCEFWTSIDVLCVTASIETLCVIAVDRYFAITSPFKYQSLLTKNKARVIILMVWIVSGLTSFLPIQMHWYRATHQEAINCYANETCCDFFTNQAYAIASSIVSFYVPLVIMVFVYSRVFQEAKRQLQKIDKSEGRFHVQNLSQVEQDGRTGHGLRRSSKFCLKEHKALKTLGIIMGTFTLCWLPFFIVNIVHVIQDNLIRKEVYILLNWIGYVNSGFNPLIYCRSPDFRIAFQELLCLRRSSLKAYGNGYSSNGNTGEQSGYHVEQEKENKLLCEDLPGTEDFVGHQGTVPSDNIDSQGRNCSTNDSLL
ELG1 repair inh: ELG1-dependent DNA repair inhibition; AID 504467; HEK293T ELG1-luciferase reporter, luminescence, 16 h; DNA damage induced by 5-fluorouridine; Potency, µM (highest dose often 46.1 µM), inactives show at the highest dose activity change, negative = inhibition, most hits filed as inhibitors; 2.3% of 330,000 active; further: potency means the concentration at half of the fitted maximal effect; on the % scale 0 is the no-effect control and ±100 the full control effect; nearly all actives have a fitted effect of over 55% in size
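Overnight (16 hr) co-exposure of 2,000 cells/well to 5-fluorouridine and compound at 37 °C preceded detection. Luciferase was quantified via ONE-Glo luminescence; loss of signal denotes inhibition.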
BRCA1 expr act: BRCA1 expression activation; MCF7-BRCA1-FFLuc reporter, luminescence, 48 h; response scale: scaled: vehicle 0%, 10 µM genistein 100%; 1.1% of 380,000 active; Potency, µM (top dose mostly 46.1 µM), for the others: top-dose activation, actives largely listed as activators; AID 624202; further: potency means the concentration at half of the fitted maximal effect; nearly all actives have a fitted effect of over 80% in size; some results filed as inactive show a strong effect at the top dose
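MCF7-BRCA1-FFLuc cells, 2000/well in phenol-red-free MEM, attached 2 h then treated 48 h at 37 C. Luciferase luminescence read 15 min after reagent; normalized to genistein maximum activation (10microM) and DMSO, concentration-response fitted.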
TRPV1 ag: activates the human vanilloid receptor TRPV1; activation, % at 8.33 µM; TRPV1-expressing cells, Fluo-8 calcium influx, agonist mode; 0.19% of 320,000 active; Q8NER1; in the data active means activation above about 80%; inconclusive means between about 30% and that limit; further: 0% is about no effect
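Cells expressing TRPV1 were dye-loaded with Fluo-8 and read kinetically: 10 s baseline, 3 min after compound (agonist portion), then 2 min after EC20 capsaicin (allosteric enhancer portion). Calcium-bound dye fluorescence at 480/520 nm.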
a7 integrin act: activates integrin-mediated alleviation for muscular dystrophy; alpha7betagal myoblasts, beta-gal FDG fluorescence, 48 h; Potency, µM (top dose mostly 38.3 µM), inactives show top-dose activation, actives largely listed as activators; 0.064% of 350,000 active; AID 624291;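 further: potency means the concentration at half of the fitted maximal effect; 100% = response of the positive control SU9516; nearly all actives have a fitted effect of over 60% in size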
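Alpha7betagal+/- myoblasts (passage 13) were plated 16-24 hr, then exposed to compounds (1:260 dilution of DMSO stock) for 48 hours at 37C. After MPER lysis, β-galactosidase reporter activity was read as FDG fluorescence (ex 480/em 540) after 30 minutes.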
p53 reactivator: mutant p53 re-activation in reporter cells; H1299 p53-A138V BP100-luciferase reporter, luminescence, 24 h; Potency, µM (highest dose often 92.2 µM), inactives show at the top dose activity change, positive = activation, actives largely listed as activators; 0.063% of 320,000 active; AID 504706; further: potency means the concentration at half of the fitted maximal effect; % of control where 0% means no effect; nearly all actives have a fitted effect of over 45% in size
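H1299 (p53-null), stable ts p53-A138V + BP100-Luc; 1000 cells/well, Opti-MEM/10% FBS; cpd 4 pt, 1:5; 24 h, 37 deg C, 5% CO2; detection reagent 10 min RT; luminescence.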
MLL CXXC-DNA inh: inhibitors of human MLL CXXC domain-DNA interaction; MLL-CXXC / FITC-HOXA9 DNA fluorescence polarization; AID 2662; Potency, µM (doses to about 115 µM), inactives show at the highest dose activity change, negative = inhibition, most hits filed as inhibitors; 0.037% of 290,000 active; Q03164; active means well fitted inhibition curve with a large enough effect in the polarisation, with a control signal flat, not every such curve was filed as active; inconclusive means small, poorly fitted or top-dose-only effect, or effect the other way, or a change in a side signal; inactive means no such curve, though single readings can be large or run the other way; the % refers to the polarisation; further: potency means the concentration at half of the fitted maximal effect
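Steps: dispense CXXC domain solution (7 uM) → pin compounds or unlabeled HOX-A9 DNA control → 5 min ambient → add FLSN-HOX-A9 solution (50 nM) → spin → 30 min ambient → fluorescence polarization. Tris pH 7.5/NaCl/DTT/BSA buffer.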
Numbers without * were called inactive; ? = inconclusive; nt = no result given; & = joins results of further samples; [ ] = another dose, or the depositor's remark. Unless noted, the call rests on the fitted dose curve; in most records, active means well fitted curve in the direction sought with a large enough effect; inconclusive means small, poorly fitted or top-dose-only effect, or another doubt; inactive means no such curve, though single readings can be large; an effect the other way counts as inactive or inconclusive.

SMILES	AT treatment	TCR activator	TSG101-PTAP inh	B2AR arrestin	ELG1 repair inh	BRCA1 expr act	TRPV1 ag	a7 integrin act	p53 reactivator	MLL CXXC-DNA inh
CSCCC(NC(=O)c1ccc(Br)cc1)C(=O)O (configuration not stated)	4%	12%	-2%	0.1%	-12%	-3%	0	1%	1%	-4%
CC1CCCCC1NC(=O)CSc1nnc(-c2ccco2)n1C (configuration not stated)	0%	3%	-3%	0.0%	8%	13%	0	29%	?	nt
CN(CCc1cn[nH]c1)Cc1nc(Cc2ccccc2F)no1	-3%	-3%	-4%	-0.8%	-9%	1%	2	-10%	1%	2%
CC(NC(=O)c1ccnc(C(C)(C)C)c1)c1ccccc1 (configuration not stated)	-2%	8%	-8%	-0.1%	-14%	-24%	15	11%	-4%	-6%
CCOc1cccc2sc(NC(=O)CCS(=O)(=O)c3ccccc3)nc12	-4%	-1%	-1%	0.1%	?	-77%[inhibitor]	1	-54%[inhibitor]	-33%[inhibitor]	?
COc1ccc(N/C=C2\CCc3ccccc3C2=O)cc1	-3%	-3%	0%	-0.2%	?	?	25	-16%	-9%	0%
COC(=O)C1CCN(S(=O)(=O)Cc2ccccc2)CC1	-1%	-2%	0%	0.1%	10%	-10%	0	-4%	1%	-3%
COc1ccc(S(=O)(=O)NC2CCCCC2)cc1F	-2%	-8%	-1%	-0.1%	6%	-2%	3	?	-1%	47%[activator]
COc1cc(-c2ccc3c(=O)c4ccccc4sc3c2)cc(OC)c1OC	0%	3%	1%	-0.1%	11%	9%	nt	23%	4%	nt
CC/C(=C\C(=O)c1ccncc1)Nc1ccc(Br)cc1	7%	3%	-1%	-0.1%	1%	7%	2	0%	6%	6%
O=C1c2ccccc2C(=O)N1CCc1nc2ccccc2c(=O)n1Cc1ccco1	-1%	-54%	-4%	-0.2%	21µM*	-22%	10	-23%	5%	16%
O=S(=O)(c1ccccc1)N1CCN(Cc2ccc(Cl)cc2)CC1	-2%	-2%	-3%	-0.5%	?	-19%	10	-27%	nt	-8%
C=CCOc1ccc(-c2nc3c(c(=O)[nH]c(=O)n3CCCC)n2C)cc1Br	15%	1%	-1%	0.0%	?	6%	0	-12%	-7%	3%
Cc1ccc(/C(O)=C2/C(=O)C(=O)N(c3ccccn3)C2c2ccc(F)cc2)cc1 (configuration not stated)	5%	6%	-8%	0.1%	?	?	1	1%	nt	4%
COc1ccc(N(CC(=O)Nc2ccccc2SC)S(C)(=O)=O)cc1OC	-8%	5%	-4%	-0.3%	9%	-1%[1.84 µM]	3	-2%	-1%	-1%
Cc1cc(NC(=O)c2cnn3c(C(F)(F)F)cc(-c4ccc(Br)cc4)nc23)no1	-3%	nt	nt	-0.2%	15µM*	-44%	?	21%	-5%	16%
Cc1ccc(C)c(Cn2nnc(C(=O)Nc3ccc4c(c3)OCCO4)c2N)c1	1%	-1%	-3%	-0.3%	?	40%	1	-5%	10%	nt
O=C(NCc1ccc2c(c1)OCO2)c1ccc2snnc2c1	-2%	1%	-1%	-0.2%	11%	1%	?	-3%	-8%	4%
O=C(OCCOc1ccccc1)c1cc(S(=O)(=O)N2CCOCC2)ccc1Cl	7%	-2%	-1%	-0.1%	-3%	5%	29	30%	8%	nt
Cc1ccc(S(=O)(=O)Nc2ccccc2C(=O)Nc2sccc2C(=O)NN(C)C)cc1	19%	6%	-8%	2.3%	24%	-7%	-4	1%	22%	6%
CC(=O)Nc1ccc(NC(=O)CSc2nc(C)nc3sc(C)c(C)c23)cc1	-2%	4%	0%	0.2%	-7%	-1%	14	-3%	-1%	-12%
Cc1cc(NS(=O)(=O)c2ccc(NC(=O)CSc3nc4ncc(Cl)cc4[nH]3)cc2)nc(C)n1	6%	6%	-2%	-0.4%	-6%	0%	-1	19%	-2%	-2%
Cn1c(SCC(=O)Nc2cccc3ccccc23)nc(O)cc1=O	1%	nt	-6%	-0.7%	0%	2%	-1	-12%	9%	-5%
CC1Cc2ccccc2N1CC(=O)Nc1ccc2c(c1)OC(F)(F)O2 (configuration not stated)	0%	3%	-2%	-0.3%	?	-34%	2	17%	2%	7%
CSc1ccc(Cl)c(C(=O)N2CCN(c3ncccn3)CC2)c1	-7%	3%	-2%	-0.2%	-6%	-22%	1	-29%	1%	nt
Cc1cc(C)c(C#N)c(SCc2cn3ccccc3n2)n1	nt	-5%[46.1 µM]	0%	-2.5%	?	-38%	23	27%	4%	14%
COC(=O)[C@@]1(Cc2ccc(F)cc2)[C@H]2c3cc(C(=O)N(C)C)n(CCc4ccccn4)c3C[C@H]2CN1C(=O)c1ccccc1	-8%	-2%	-8%	-0.1%	9%	0%	6	-7%	-2%	2%
O=C(Nc1ccc(C(=O)NN2C(=O)c3ccccc3C2=O)cc1)c1ccccc1	1%	-1%	-5%	0.0%	-6%	12%	1	19%	1%	-3%
COC(=O)c1sc(NC(=O)c2ccncc2)nc1C	-1%	nt	-4%	-0.1%	11%	5%	-4	-5%	6%	-1%
Cc1ccc(S(=O)(=O)N2CCCCC2)cc1NC(=O)c1cc2ccccc2o1	2%	3%	1%	-0.2%	?	-39%	10	5%	-3%	nt
CC1(C)C(=O)CCC2(C)C1=CCC1C2C(=O)CC2(C)C1CCC2(O)C(=O)CO (configuration not stated)	nt	0%	2%	nt	nt	0%	nt	2%	nt	nt
Cc1cc(NC(=O)c2cccc3ccccc23)cc(C)c1OCC(=O)N1CCOCC1	nt	6%	-10%	-0.3%	-25%	0%	5	-8%	-1%	5%
CCCCNC(=O)NC12CC3CC(CC(C3)C1)C2	2%	-6%	1%	0.1%	2%	17%	4	4%	-1%	-22%
Cc1ccc(CNC(=O)c2ccc(COc3ccccc3)cc2)cc1	8%	-8%[46.1 µM]	1%	-0.5%	16%	1%	?	8%	1%	1%
CCN(CC)CCC(O)(c1ccccc1)C1CCCCC1 (configuration not stated)	6%	2%	-4%	-0.1%	-9%	-17%	-2	-11%	7%	11%
CCCC(=O)c1cc2c(cc1NC(=O)c1ccccc1F)OCCO2	2%	-3%	-1%	0.0%	-12%	-9%	12	0%	-6%	9%
Cn1cc(C=C2C(=O)OC3(CCCCC3)OC2=O)c2ccccc21	-12%	-4%	0%	-0.3%	8%	1%	?	?	0%	-18%
CN(C)c1ccc(/C=C/c2ccc3ccccc3n2)cc1	30%	-3%	-5%	0.0%	?	-64%&-28%	26	1%	-12%	46%[activator]
O=C(COC(=O)/C=C/c1ccc(Cl)cc1)NCCC1=CCCCC1	3%	-1%[46.1 µM]	-2%	-0.5%	15%	-7%	-6	36%	15%	?
O=C(COc1ccc2ccccc2c1)N[C@@H](C(=O)O)c1ccc(O)cc1	?	-3%	-1%	-1.0%	14%	-5%	-6	-3%	-2%	?

Ordered by value in TCR activator (high to low): some entries from above
SMILES,TCR activator
CC1Cc2ccccc2N1CC(=O)Nc1ccc2c(c1)OC(F)(F)O2 (configuration not stated),3%
CC1(C)C(=O)CCC2(C)C1=CCC1C2C(=O)CC2(C)C1CCC2(O)C(=O)CO (configuration not stated),0%
CCCCNC(=O)NC12CC3CC(CC(C3)C1)C2,-6%

Later entries:
SMILES	AT treatment	TCR activator	TSG101-PTAP inh	B2AR arrestin	ELG1 repair inh	BRCA1 expr act	TRPV1 ag	a7 integrin act	p53 reactivator	MLL CXXC-DNA inh
Cc1cc(C)cc(N2C(=O)C3C4C=CC(C4)C3C2=O)c1 (configuration not stated)	-3%	-4%	-5%	-0.8%	-1%	13%	1	-13%	-5%	0%
COc1ccc(-c2cc3cc(OC)c(OC)cc3c(C)n2)cc1	8%	2%	-3%	4.8%	7%	-2%	2	?	4%	1%
COc1cccc(/C=C/C(=O)OCC(=O)Nc2nnc(-c3ccccc3)o2)c1OC	nt	-1%	-7%	nt	nt	3%	nt	-24%	nt	nt
COc1ccc(Cl)cc1C(=O)NCCCn1ccnc1	11%	nt	1%	-0.3%	?	-18%	-5	-6%	10%	17%
N#CCCN(C(=O)COC(=O)CCc1c[nH]c2ccccc12)c1ccccc1	-1%	-20%	-3%	-0.1%	14%	21%	-3	-5%	0%	nt
O=C(c1ccccc1F)N(Cc1ccc2c(c1)OCO2)Cc1cc2cc3c(cc2n2nnnc12)OCO3	5%	-2%	-3%	-0.7%	-4%	-14%	2	10%	0%	30%[activator]
COc1ccccc1OCCn1c(=O)sc2ccccc21	-6%	6%	-5%	0.1%	23%	15%	-13	15%	-6%	5%
CC(C)C1Cc2c(sc3c2c(=O)n(-c2ccccc2)c2n[nH]c(=S)n32)CO1 (configuration not stated)	-6%	-6%	-5%	-0.7%	-2%	-1%	0	20%	-2%	-18%
O=C(C[n+]1ccccc1)Nc1ccccc1[N+](=O)[O-]	4%	15%	2%	0.0%	1%	-6%	0	?	?	-13%
Cc1oc2c(C)c3oc(=O)c(CCC(=O)O)c(C)c3cc2c1-c1ccccc1	0%	-2%	0%	0.2%	1%	-7%	20	33%	-1%	4%
